MOR-DOR inv ag = mu-delta opioid heterodimer inverse agonism; cell-based MOR-DOR heterodimer luminescence; inhibition, % at 9.3 µM; 0.21% of 340,000 active; AID 504357; in the data active = inhibition above about 22%, passing the limit was not always enough;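 note: 0% = cells with DMSO and 100% = wells without cells with DMSO; values of inactives mirror those of a sister screen read the other way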
Target sequence (P35372 whole entry, looked up): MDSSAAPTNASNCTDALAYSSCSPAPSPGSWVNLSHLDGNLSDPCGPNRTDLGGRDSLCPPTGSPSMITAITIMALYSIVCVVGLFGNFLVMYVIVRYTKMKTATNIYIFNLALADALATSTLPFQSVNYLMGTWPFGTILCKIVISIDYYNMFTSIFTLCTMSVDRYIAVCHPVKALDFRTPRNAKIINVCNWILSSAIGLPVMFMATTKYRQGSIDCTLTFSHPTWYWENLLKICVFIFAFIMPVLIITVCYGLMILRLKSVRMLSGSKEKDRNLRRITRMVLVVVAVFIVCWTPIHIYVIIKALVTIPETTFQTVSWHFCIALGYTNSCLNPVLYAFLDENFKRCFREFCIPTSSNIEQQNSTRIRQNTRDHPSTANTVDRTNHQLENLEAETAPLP
Target sequence (P41143 whole entry, looked up): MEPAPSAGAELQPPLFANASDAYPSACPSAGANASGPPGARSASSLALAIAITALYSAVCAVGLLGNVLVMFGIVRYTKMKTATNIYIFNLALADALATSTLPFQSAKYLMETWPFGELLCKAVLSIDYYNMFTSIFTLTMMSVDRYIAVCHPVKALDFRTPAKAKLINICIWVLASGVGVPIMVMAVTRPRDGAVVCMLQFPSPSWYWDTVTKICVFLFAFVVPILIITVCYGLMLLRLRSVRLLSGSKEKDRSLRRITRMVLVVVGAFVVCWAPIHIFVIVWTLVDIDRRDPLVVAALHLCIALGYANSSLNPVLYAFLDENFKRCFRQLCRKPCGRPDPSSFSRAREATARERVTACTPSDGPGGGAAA
AddAB inh = less growth of phage-infected E. coli with AddAB; E. coli expressing H. pylori AddAB, absorbance growth; inhibition, % at 11.9 µM; 0.29% of 330,000 active; AID 435030; in the data active = inhibition above about 12%;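 note: 0% = vehicle wells of infected cells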
phage Ecoli inh = E. coli growth loss with phage present | growth absorbance | 0.26% of 360,000 active | inhibition, % at 11.9 µM | AID 651602; in the data active = inhibition above about 11%
PKA-R1A activ = activates the PKA-R1A holoenzyme complex | P00514+P68181 | PKA-R1A dissociation, Cy5-IP20 fluorescence polarization; scaled: DMSO 0%, 113 µM cGMP 100% | activation, % at 11.4 µM | 0.083% of 340,000 active | AID 504707;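 active = percent activation above the mean of all tested compounds plus 3 SD, cut at about 19% in these data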;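 note: higher means more PKAc released from R1A so a rise in polarization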
SUMO Mot1 rescue = SUMOylation pathway inhibition by Mot1-301 growth rescue. 1% of 320,000 active. S. cerevisiae Mot1-301 growth rescue, ATP luminescence, 38.5C; percent above DMSO median, 100 means doubled. growth rescue, % at 18.8 µM;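 active = every valid replicate shows activation above 250% relative to neutral control wells; inactive = the rest, any valid replicate at or below 250%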;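 note: OY570 slx delta 5 strain wells were the positive control but not used for scaling; some compounds called inactive have numbers as strong as hits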
Arrestin-AP2 inh = blocks beta-arrestin peptide binding to AP2 adaptin; FITC-arrestin peptide / GST-AP2 beads, flow cytometry; AP2 beta2 appendage carries R879A mutation; inhibition, % at 10 µM; 0.31% of 340,000 active;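 active = inhibition above a set limit, near 3 SD of compounds lacking own fluorescence, cut at about 54% in these data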;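 note: plate controls were DMSO wells for no effect and 5 µM unlabelled arrestin peptide for full effect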
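System: GST-tagged AP2 beta2-adaptin appendage (R879A) on 4 µm glutathione beads / Reagent: FITC-arrestin peptide, 50 nM / Detection: HyperCyt-sampled flow cytometry, FL1 channel, ex 488/em 535 nm / Timing: 12 min plus 1 h, RT / Buffer or medium: PBS plus Tween 20 (0.05%) and BSA (0.1%)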
Tat transport = E. coli Tat transport inhibition; E. coli MC4100 TorA-mCherry Tat export, fluorescence; 0.036% of 340,000 active; inhibition, % at 10 µM; AID 488895;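 active = mean replicate inhibition at least 50% and at least half of replicates individually reaching 50%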;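 note: exported cargo escapes ClpAP degradation while cytoplasmic cargo is degraded and loses fluorescence; 0% = median of neutral control wells and 100% = median of NaSCN control wells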
PfHsp90 set2 = inhibits growth of yeast expressing Plasmodium falciparum Hsp90; S. cerevisiae expressing PfHsp90, BacTiter-Glo ATP, 48 h; yeast lacking PDR1 and PDR3 efflux regulators; inhibition, % at 9.4 µM; 0.32% of 310,000 active; AID 504621;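 active = every replicate shows inhibition above about 80%, whatever the replicate mean, limit read from the data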;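 note: 0% = DMSO neutral controls and 100% = 20 µM radicicol positive controls; yeast relying on Plasmodium falciparum Hsp90 in place of its own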
Ecoli viability = counter-screen for AddAB inhibitors: E. coli growth inhibition | E. coli V3065 growth, OD600 absorbance, 18 h | inhibition, % at 11.9 µM | 0.27% of 330,000 active;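 active = inhibition above the campaign's mean inhibition across all tested compounds plus 3 SD, cut at about 9.9% in these data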;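 note: uninfected addAB+ strain grown without phage in ampicillin broth; 0% = DMSO wells and 100% = ciprofloxacin 0.95 µg/ml wells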
MOR-DOR ag = OPRM1-OPRD1 heterodimerization agonism | cells, luminescence | activation, % at 9.3 µM | 0.3% of 340,000 active | AID 504326; in the data active = activation above about 18%;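 note: 0% = vehicle-treated cells and 100% = reference agonist; values of inactives mirror those of a sister screen read the other way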
DSG3 Ab inh = human desmoglein-3 autoantibody binding inhibition; P32926; binding (percent of control), % at 10 µM; 0.48% of 310,000 active; DSG3-coupled beads, scFv-anti-DSG3-GFP binding, flow cytometry; hits give low values;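 active = binding more than 3 SD below its plate's average and above zero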;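 note: hits lower antibody fragment binding to DSG3; some compounds called inactive have numbers as strong as hits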
An asterisk follows results filed as active; nt = not tested or not shown.

SMILES	MOR-DOR inv ag	AddAB inh	phage Ecoli inh	PKA-R1A activ	SUMO Mot1 rescue	Arrestin-AP2 inh	Tat transport	PfHsp90 set2	Ecoli viability	MOR-DOR ag	DSG3 Ab inh
O=c1oc2ccccc2cc1-c1csc(NN=C2CCCC2)n1	2	2.9	4.5	-1	10	-6	-8	10	-1.0	-0.4	103
Cc1cc(C)c(S(=O)(=O)N2CCN(C(=O)c3c(C)noc3C)CC2)c(C)c1	16	0.2	1.1	2	-7	-2	0	-8	-0.5	-4.0	89
COCCCNC(=S)NNC(=O)c1cc(C2CC2)nc2ccccc12	16	nt	2.0	-10	-26	3	-3	-9	nt	-4.7	111
COc1ccccc1C(=O)NCCC(=O)Nc1ccc(S(=O)(=O)N2CC(C)CC(C)C2)cc1 (stereo unspecified)	3	3.4	-1.9	-7	-17	-8	7	18	-0.7	-0.9	nt
O=C(O)c1ccc(-c2nnc(-c3cccc(Br)c3)o2)cc1	15	nt	0.6	-9	-6	1	-3	-12	nt	-3.2	95
CN(C)C(=O)c1ccc(Cl)cc1[N+](=O)[O-]	8	0.1	2.9	2	335	-5	-6	12	0.8	-1.6	100
O=C(CSc1nc2ccccc2c(=O)n1CCCC(=O)N1CCCC1)NCc1ccco1	5	1.1	2.1	-9	4	-5	6	4	2.0	-1.0	97
CCn1ncc(Br)c1C(=O)Nc1ncc(C)s1	7	1.4	2.0	7	nt	21	-7	20	2.8	-1.4	97
CC(C)n1c(SCC(=O)NCc2ccco2)nnc1C1CC1	7	0.1	1.2	-2	-5	0	10	-36	-0.8	-1.1	103
CSc1cccc(NC(=S)N2CCC(N(C)C(C)C)CC2)c1	8	0.6	1.7	-3	-18	7	-8	nt	-2.5	-1.5	123
Cc1ccc(NC(=O)CC(C)c2ccccc2)cc1S(=O)(=O)N1CCOCC1 (stereo unspecified)	10	0.6	2.3	-6	9	-1	-4	10	-2.2	-2.0	132
COc1ccc(NS(=O)(=O)Cc2ccccc2Cl)cn1	4	3.0	2.2	6	5	-2	4	nt	-1.3	-0.8	88
COC(=O)[C@H](CCSC)NC(=O)Nc1ccc(OC)cc1OC	15	2.8	1.1	-6	-1	-3	8	1	0.6	-2.9	96
COCc1cc(C)nc(NC2CCCCC2)c1C#N	8	0.6	1.9	-5	6	8	-1	-2	0.3	-1.4	94
C=CCn1c(=O)/c(=C/c2ccc(C)o2)s/c1=C(/C#N)C(=O)c1ccccc1	-26	-2.4	3.4	12	88	44	-4	-6	-3.8	4.7	211
C=CCNC(=O)C1CC(=O)N(c2ccc(OCC(=O)Nc3ccccc3)cc2)C1 (stereo unspecified)	-3	2.8	-0.1	0	107	1	7	-24	2.2	0.4	100
O=C(Cn1cnc2ccccc21)Nc1ccccc1-c1ccccc1	nt	1.2	4.9	-8	-6	-18	2	14	-2.5	nt	101
CCOC(=O)c1c[nH]c2nc(C)ccc2c1=O	11	1.3	2.5	-1	17	-18	-1	25	0.8	-2.1	99
CN(C)c1ccc(P(=O)(COc2ccc([N+](=O)[O-])cc2)c2ccc(N(C)C)cc2)cc1	nt	1.5	-1.6	nt	-17	5	nt	nt	2.2	nt	109
c1cncc(-c2csc(-c3cccnc3)n2)c1	8	-2.4	2.3	4	7	-7	-12	-46	-1.4	-1.8	105
O=[N+]([O-])c1ccc(C[n+]2cccc3ccccc32)cc1	1	-2.7	2.4	-11	40	-12	7	9	-0.9	-0.2	241
COc1ccc(-c2cc(-c3ccccc3)nc(-c3ccc4c(c3)NC(=O)CO4)c2)cc1	-19	3.2	2.3	11	-26	3	6	nt	2.4	4.1	100
CC1CC(C)CN(C(=O)Cn2c(=O)n(CCCCC(=O)NC3CCCC3)c(=O)c3ccccc32)C1 (stereo unspecified)	19	2.2	2.7	-7	-10	20	-2	-6	0.7	-4.6	106
O=C1/C(=C/c2ccc(F)cc2)SC(=S)N1N1CCOCC1	4	2.1	4.4	-8	4	7	1	-2	-1.5	-0.8	115
COc1ccccc1CN(CC(=O)NCc1ccc(F)cc1)C(=O)c1csnn1	5	6.5	-0.9	-4	3	0	6	-18	0.2	-0.7	95
SMILES	MOR-DOR inv ag	AddAB inh	phage Ecoli inh	PKA-R1A activ	SUMO Mot1 rescue	Arrestin-AP2 inh	Tat transport	PfHsp90 set2	Ecoli viability	MOR-DOR ag	DSG3 Ab inh
O=C(Nc1cccc2ccccc12)N1CC=C(c2ccccc2)CC1	5	3.4	2.6	6	14	15	2	17	2.4	-0.8	101
Cc1cccc(Nc2nc(N)c([N+](=O)[O-])c(N3CCC(C)CC3)n2)c1	-12	0.7	4.7	-5	20	32	4	-16	1.7	2.3	113
CNC(=O)c1ccsc1NC(=O)c1sc2ccccc2c1Cl	6	0.0	0.3	13	-14	3	-4	-4	-1.4	-1.1	97
CC(=O)N1CCc2cc(S(=O)(=O)NCCC(=O)NC3CCCc4ccccc43)ccc21 (stereo unspecified)	-4	-0.3	1.9	-8	309	10	-7	7	-1.1	0.8	94
O=C(Nc1nc(-c2ccc(F)c(F)c2)cs1)c1ccc(OCC2CCCO2)cc1 (stereo unspecified)	-53	-0.3	0.2	-9	-12	-4	-2	-39	-1.5	11	nt
CCn1c(CNS(=O)(=O)c2ccc(Br)cc2)n[nH]c1=S	9	0.9	-1.7	-7	0	-4	8	-13	-0.3	-1.6	114
COc1ccc(NC(=O)C23CCC(C)(C(=O)C2)C3(C)C)cc1 (stereo unspecified)	16	0.5	0.9	-11	7	1	-4	-20	0.7	-3.4	98
COc1ccc(C(=O)OCC(=O)NC2CC2)cc1S(=O)(=O)N1CCOCC1	15	2.2	2.8	-15	26	-17	-6	-16	-0.9	-2.9	79
COc1ccccc1NC(=O)C1CCN(c2ncnc3c2nc2n3CCCCC2)CC1	11	4.5	1.0	-2	355	21	3	3	-2.5	-2.2	100
Cc1ccc(-c2csc3ncnc(Nc4ccc(C(=O)O)cc4)c23)cc1	10	-1.2	0.0	3	-9	3	-5	-18	-1.3	-1.9	90
O=C(O)C1C(c2ccccc2)C(C(=O)OCc2ccco2)C1c1ccccc1 (stereo unspecified)	6	-1.2	0.5	0	65	5	0	10	-1.2	-1.3	102
Cc1ccccc1NC(=O)CSCc1cc(=O)n2ccsc2n1	17	0.6	-1.1	6	-2	-1	1	-5	-1.7	-3.2	nt
CCCC(=O)OCCNc1cc(Sc2nc3ccccc3[nH]2)c2nonc2c1[N+](=O)[O-]	35*	1.7	4.5	4	175	55*	-1	6	-0.4	-7.7	96
Cc1ccc(OCc2ccc(C(=O)O)o2)c([N+](=O)[O-])c1	12	2.2	3.8	-2	-7	9	0	-8	-2.0	-2.3	101
Cc1ccc(/C=C/C(=O)N2CCCC(C)C2)cc1 (stereo unspecified)	7	2.2	4.8	-16	16	7	2	-4	1.6	-1.5	101
CCOC(=O)Cc1cc(=O)c2cc(C)ccc2[nH]1	14	-0.2	-2.1	1	-2	4	2	-3	0.5	-3.1	118
CC1(C(=O)NC2CCCC2)CCC(=O)N1Cc1ccccc1 (stereo unspecified)	11	-1.0	1.9	0	13	3	8	-9	-3.7	-2.1	100
C=CCS(=O)(=O)c1cccc2cccnc12	18	0.6	3.9	3	4	17	10	-20	0.5	-3.4	104
O=C(O)CCn1cnc2ccccc2c1=O	10	1.9	0.3	-10	4	-9	0	9	-0.7	-1.8	102
Cc1ccc(-c2csc3nnc(SCC(=O)N4CCN(Cc5ccccc5)CC4)n23)cc1	2	1.3	3.2	-13	-6	2	7	7	-0.8	-0.4	101
Cc1ccc(C(=O)Nc2cccc(C(F)(F)F)c2)cc1Nc1ccccn1	-16	-1.0	2.6	-3	11	4	-1	-11	-3.6	2.7	104
CC(C)NC(=O)NC(=O)CSc1ccccc1F	10	4.0	1.3	-4	-3	-2	7	-17	0.2	-1.6	102
COc1ccc(C(=O)NC(=S)Nc2cccnc2)cc1OC	10	4.6	6.6	4	75	2	-2	-12	1.0	-2.0	104
CCN(CC)S(=O)(=O)c1ccc2oc(C(=O)NC3CCCc4ccccc43)c(C)c2c1 (stereo unspecified)	7	2.5	2.0	-9	63	4	5	-31	-1.1	-1.3	100
O=C(Nc1ccc(NC(=O)c2cccs2)c(Cl)c1)c1ccco1	21	0.5	3.8	1	15	9	-11	3	1.8	-4.5	106
CCN(C[C@H]1N[C@@](CC)(C(=O)OC)[C@H]2C(=O)N(C)C(=O)[C@@H]12)C(=O)Nc1ccc(C)cc1	10	3.0	2.0	-8	-1	-6	7	0	-1.6	-2.2	102
O=C(Nc1ccc(N2CCN(Cc3ccccc3)CC2)cc1)c1ncn[nH]1	-2	2.6	3.6	-11	12	11	-6	-22	0.7	0.5	103

Screening results (PubChem)
